Compound activity deposited in PubChem by several laboratories.
NR1D1 modulator – modulators of Rev-erb alpha DNA binding, primary screen, biochemical, FITC-DNA, fluorescence polarization, uHTS | Nuclear receptor subfamily 1 group D member 1 (Homo sapiens), P20393 | 0.79% of 370,000 active | activity, % at 10 µM | AID 1259318, 2017 | Rev-erbα–FITC-DNA binding, 90 min;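 active = activity above about 14%, limit read from the data; passing the limit was not always enough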;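 note: 0% = DMSO wells with 35 nM protein and 100% = DMSO wells with 750 nM protein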
Target sequence (P20393 whole entry, looked up): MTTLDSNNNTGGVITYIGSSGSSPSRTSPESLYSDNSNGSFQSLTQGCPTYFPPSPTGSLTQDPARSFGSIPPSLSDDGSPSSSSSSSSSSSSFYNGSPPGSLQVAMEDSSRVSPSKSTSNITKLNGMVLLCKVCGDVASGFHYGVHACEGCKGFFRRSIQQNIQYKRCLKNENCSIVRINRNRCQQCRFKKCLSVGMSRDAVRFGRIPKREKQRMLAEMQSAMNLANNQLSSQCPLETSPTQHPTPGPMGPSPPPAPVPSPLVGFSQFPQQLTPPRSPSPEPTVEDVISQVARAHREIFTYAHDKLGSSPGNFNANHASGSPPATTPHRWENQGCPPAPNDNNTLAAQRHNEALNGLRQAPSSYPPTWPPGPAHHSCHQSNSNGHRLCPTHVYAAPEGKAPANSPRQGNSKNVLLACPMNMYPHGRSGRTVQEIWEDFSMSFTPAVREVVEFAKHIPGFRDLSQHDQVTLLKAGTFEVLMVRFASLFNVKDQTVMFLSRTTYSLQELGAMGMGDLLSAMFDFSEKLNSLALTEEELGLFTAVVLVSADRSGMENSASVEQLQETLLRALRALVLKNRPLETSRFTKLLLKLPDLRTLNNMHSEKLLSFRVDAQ
TDP2 inh – human TDP2 enzyme inhibitors, primary screen, biochemical, epi absorbance, recombinant enzyme; T5PNP hydrolysis, p-nitrophenol absorbance 415 nm; inhibition, % at 12.8 µM; 0.34% of 370,000 active;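 active = inhibition above the mean of all tested compounds plus 3 SD, set per campaign, cut at about 25% in these data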;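 note: 0% = DMSO with enzyme and 100% = buffer with substrate but no TDP2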
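test system = human TDP2 enzyme | input = TDP2 enzyme at 120 nM final | medium = 50 mM Tris-HCl pH 7.5 with Mg2+, KCl, DTT, BSA | also added = T5PNP substrate, 5 mM | times = 2 h at 37 °C | technique = epi absorbance | benchmarks = high control without enzyme, low control DMSO plus TDP2 | replication = each compound tested once, singlicate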
PG9 binder – binders of HIV-1 gp120 antibody PG9, primary screen, biochemical, TR-FRET | HIV-1 gp120 / PG9 antibody interaction | TR-FRET gp120-PG9 antibody binding | inhibition, % at 6.7 µM | 0.43% of 360,000 active | AID 624416, 2012; in the data active = inhibition above about 8.5%
LEDGF integ inh – blockers of LEDGF/p75-dependent integrase strand transfer – biochemical, TR-FRET, high throughput, primary screen | HIV-1 integrase (with human LEDGF/p75) | TR-FRET IN-LEDGF/p75 DNA integration, Eu/Cy5 | inhibition, % at 3.7 µM | 0.64% of 370,000 active | AID 743269, 2014;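 active = inhibition above the screen-wide mean plus 3 SD, cut at about 13% in these data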;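 note: signal is the Cy5 over europium emission ratio at 671 and 618 nm; 0% = plate median of compound wells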
TCR CD3 inh – inhibitors of human TCR-CD3 interaction, primary screen, biochemical, fluorescence, TAMRA-labeled TCR probe; T-cell receptor (TCR); inhibition, % at 9.4 µM; 0.37% of 360,000 active; in the data active = inhibition above about 19%;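 note: recombinant mutant TCR 2C K166C tagged with TAMRA read by polarization; 0% = receptor in buffer alone and 100% = receptor with positive control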
PRMT1 inh – PRMT1 methyltransferase inhibitors, primary screen, biochemical, fluorescence polarization; inhibition, % at 2.79 µM; 1.3% of 370,000 active; recombinant PRMT1, activity-based probe fluorescence polarization; AID 652257, 2013; Protein arginine N-methyltransferase 1 (Homo sapiens), Q99873;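 active = inhibition above about 21% made by adding two undisclosed values, limit read from the data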
SIAE inh – human SIAE inhibitors, primary screen, biochemical, fluorescence polarization, FP-Rh probe, 1536-well HTS; 0.69% of 370,000 active; inhibition, % at 9.66 µM; SIAE FP-Rh probe binding; Sialate O-acetylesterase (Homo sapiens), Q9HAT2;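 active = inhibition above a cutoff: mean of compounds within the control limits plus 3 SD of those, cut at about 17% in these data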;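 note: 0% = plate median of compound wells and 100% = probe without SIAE protein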
ABHD4 inh – ABHD4 inhibitors, primary screen, biochemical, fluorescence polarization, mouse; (Lyso)-N-acylphosphatidylethanolamine lipase (Mus musculus), Q8VD66; purified mABHD4, FP-Rh probe fluorescence polarization; inhibition, % at 8.92 µM; 0.54% of 370,000 active;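 active = inhibition exceeding the mean over every tested compound plus 3 SD, cut at about 30% in these data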;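 note: 0% = plate median of compound wells and 100% = S159A mutant with DMSO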
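Assay system: mABHD4 protein; medium: HEPES pH 7.0, NaCl, Pluronic buffer; dosing: 8.92 µM, single dose; schedule: 45 min + 60 min at 25 °C; signal: FP readout, ex 525 nm / em 598 nm; read-out: normalized percent inhibition of probe labeling; repeats: single replicate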
rCAG RNA binder – binders of r(CAG) RNA repeats, primary screen, biochemical, fluorescence; AID 651821, 2012; r(CAG) RNA repeat, TO-PRO-1 dye displacement fluorescence; inhibition, % at 3 µM; 1.3% of 370,000 active;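 active = inhibition above the plate cutoff, the mean of all test compounds on that plate plus 3 SD, cut at about 35% in these data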;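 note: 0% = DMSO alone and 100% = 100 µM mitoxantrone as full dye displacement; higher means more dye released from RNA so lower well fluorescence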
HTRA1 inhibitor – HTRA1 serine protease inhibitors, primary screen, biochemical, fluorescence polarization, HTS. Q92743. 0.5% of 340,000 active. recombinant HTRA1, FP-rhodamine activity-based probe. inhibition, % at 5.96 µM. AID 504803, 2011; in the data active = inhibition above about 36%;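 note: 0% = enzyme with DMSO and 100% = wells lacking enzyme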
Target sequence (Q92743 whole entry, looked up): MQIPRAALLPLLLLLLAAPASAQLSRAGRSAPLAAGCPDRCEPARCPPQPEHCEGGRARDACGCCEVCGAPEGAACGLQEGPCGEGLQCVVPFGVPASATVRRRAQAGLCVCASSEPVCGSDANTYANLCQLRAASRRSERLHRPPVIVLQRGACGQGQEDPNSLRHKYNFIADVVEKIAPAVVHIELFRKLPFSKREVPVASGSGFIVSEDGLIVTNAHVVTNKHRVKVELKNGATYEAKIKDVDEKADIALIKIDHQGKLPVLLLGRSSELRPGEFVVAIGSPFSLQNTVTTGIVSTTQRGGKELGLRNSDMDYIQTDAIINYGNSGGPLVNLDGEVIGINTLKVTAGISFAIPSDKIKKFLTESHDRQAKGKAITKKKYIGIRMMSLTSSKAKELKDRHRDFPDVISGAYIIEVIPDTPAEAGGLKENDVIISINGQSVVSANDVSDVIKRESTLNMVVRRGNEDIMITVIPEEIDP
* hit, by the source's call. An excerpt, so the mix of outcomes need not match the whole.

no.	Molecule	rCAG RNA binder	PRMT1 inh	HTRA1 inhibitor	TDP2 inh	PG9 binder
1	CCc1ccc(C2=NN(C(=O)OC)C(O)(C(F)(F)F)C2)cc1 (configuration not stated)	-5	-2	-2	-4	0.1
2	CCn1c(SCC(=O)N2CCN(S(=O)(=O)c3ccccc3)CC2)nnc1-c1cccs1	1	1	2	-6	-0.6
3	O=C(Nc1ncccn1)c1ccc([N+](=O)[O-])cc1Cl	0	4	7	-6	2.8
4	CC(=O)c1cccc(NC(=S)NC(=O)c2ccccc2Br)c1	0	0	-2	0	-1.5
5	CCC(C)NCCOc1ccccc1C (configuration not stated)	-2	4	4	20	-0.4
6	COc1ccc(CCNC(=O)C2CCCN2C(=O)Nc2ccc(Cl)cc2)cc1OC (configuration not stated)	-5	8	1	-9	1.0
7	O=C(NC(=S)N(CCCCO)C1CCCCC1)c1sc2ccccc2c1Cl	4	20	-21	-17	1.2
8	Fc1ccc(Nc2nc3ccccc3s2)cc1	-1	3	-5	6	-0.8
9	COc1ccc2oc(C(=O)OCC(=O)NC3CC3)c(C)c2c1	-4	-3	5	8	1.9
10	Cc1ccc(C(C)C)c(OCC(=O)OCC(=O)c2c(N)n(C)c(=O)n(C)c2=O)c1	0	-1	3	-5	0.2

no.	LEDGF integ inh	NR1D1 modulator	ABHD4 inh	SIAE inh	TCR CD3 inh
1	-1	-2	-2	-5	-2
2	-1	4	-15	1	-5
3	-2	-6	4	3	-2
4	-5	0	-8	3	-5
5	-1	0	7	-2	-5
6	-9	2	-3	-1	-3
7	7	3	-6	-1	1
8	2	-5	5	6	7
9	1	-4	-2	-2	-1
10	1	-4	-1	-6	0

Remaining list, next part
no.	Molecule	rCAG RNA binder	PRMT1 inh	HTRA1 inhibitor	TDP2 inh	PG9 binder
11	O=C(NC1CCCC1)c1ccc(CNc2c(N3CCOCC3)c(=O)c2=O)cc1	5	0	-6	2	-0.5
12	O=C(NC1CCCC1)C(c1ccc(N2CCOCC2)cc1)N(Cc1ccccc1)C(=O)c1ccco1 (configuration not stated)	-1	0	2	32*	1.4
13	CC(=O)Nc1ccc(C(=O)N2CCN(S(=O)(=O)c3ccc4c(c3)OCCCO4)CC2)cc1	2	-2	-2	8	-1.4
14	CC1CN(C)C(C)C/C1=N\Oc1ccc([N+](=O)[O-])cc1 (configuration not stated)	-4	0	-12	6	-2.5
15	O=C(COc1ccc(F)cc1)NCC1(N2CCCCC2)CCCCC1	-6	-3	-8	3	-0.1
16	O=C(c1ccccc1F)N1CCN=C1c1ccccc1	0	-1	-4	-2	-3.1
17	COc1ccc2oc(=O)c(C(=O)N3CCN(c4ccccc4F)CC3)cc2c1	-7	0	1	3	-0.8
18	CCN(CC)C(=O)CSc1nnc([C@@H](NC(=O)OC(C)(C)C)C(C)C)o1	-3	-2	-6	-2	-1.8
19	O=C(Nc1nnc(-c2ccco2)o1)c1ccc(S(=O)(=O)N2CCCC2)cc1	8	0	0	3	-2.1
20	Cc1[nH]nc2c1C(c1ccc3c(c1)OCO3)C(C#N)=C(N)O2 (configuration not stated)	4	0	2	-13	-1.3

no.	LEDGF integ inh	NR1D1 modulator	ABHD4 inh	SIAE inh	TCR CD3 inh
11	0	2	5	2	8
12	-1	0	2	5	5
13	2	1	5	0	1
14	-2	2	-1	0	5
15	-1	-3	-1	-6	4
16	-1	-2	-4	2	-2
17	-1	2	4	10	3
18	-1	-2	-2	-2	1
19	-2	3	5	2	-1
20	1	0	5	5	2

The listing continues.
no.	Molecule	rCAG RNA binder	PRMT1 inh	HTRA1 inhibitor	TDP2 inh	PG9 binder
21	Cc1ccccc1OCC(O)Cn1nnc2ccccc21 (configuration not stated)	-8	-1	-3	6	1.0
22	CCOC(=O)c1[nH]ncc1CN1CCCC(C(=O)c2cccc3ccccc23)C1 (configuration not stated)	-10	2	-2	-5	-0.5
23	O=C(Nc1ccc(N2CCCCC2)cc1)c1ccc2c(c1)OCCO2	7	0	1	-5	-2.4
24	Cc1cc(NC(=O)C(C)SCC(=O)Nc2cc(Cl)ccc2N2CCN(C)CC2)no1 (configuration not stated)	-3	0	1	0	1.4
25	Cc1nnsc1C(=O)NNc1c(Cl)cccc1Cl	-2	6	-2	-2	1.5
26	CCOC(=O)CSc1nnc(Cc2ccccc2)n1CC1CCCO1 (configuration not stated)	-5	-1	-3	-1	-2.2
27	CC(Oc1ccc(Cl)cc1)C(=O)Nc1ccccc1C(=O)N1CCOCC1 (configuration not stated)	-8	1	4	2	-0.7
28	CC(=O)Nc1ccc(NC(=O)COC(=O)Cn2cnc3ccccc32)cc1	1	1	3	2	1.2
29	Cc1cc(C(=O)NC(C)c2ccccc2)c2cc(F)ccc2n1 (configuration not stated)	2	3	8	4	-1.6
30	COc1ccccc1NC(=S)N(Cc1ccco1)Cc1cc2cc(C)c(C)cc2[nH]c1=O	11	4	-35	3	-2.3

no.	LEDGF integ inh	NR1D1 modulator	ABHD4 inh	SIAE inh	TCR CD3 inh
21	2	1	2	2	-1
22	-5	-3	-5	-3	-2
23	4	-4	1	-7	-40
24	0	-5	2	4	-6
25	-1	2	4	1	-9
26	0	-1	-8	-4	-2
27	-2	-2	0	-2	0
28	-2	-8	3	2	4
29	-1	-1	1	-1	-8
30	0	-10	1	-8	-6

Additional records
no.	Molecule	rCAG RNA binder	PRMT1 inh	HTRA1 inhibitor	TDP2 inh	PG9 binder
31	Cc1c(CCO)sc[n+]1CC(=O)OCCC12CC3CC(CC(C3)C1)C2	4	5	-1	7	-2.3
32	CC(=O)N1CSCC1C(=O)O (configuration not stated)	-1	0	2	-5	-0.9
33	Cc1ccc(S(=O)(=O)Oc2ccc(/C=N/NC(=O)c3cccnc3)cc2)cc1	0	-4	-17	-2	-0.9
34	CCCCC(=O)Nc1nnc(S(=O)(=O)N(CC)c2ccc(OC)cc2)s1	6	5	-7	-4	-0.9
35	CCCCOC(=O)C1=C(C)Nc2ncnn2C1c1ccc(OC)c(OC)c1 (configuration not stated)	-1	-2	4	3	0.6
36	C=CCc1cccc(/C=N/NC(=O)CCCNc2ccc(C)cc2)c1O	1	-1	11	-4	-3.2
37	CN1C(=O)[C@H]2[C@@H](/C=C/c3ccccc3)N3C(=O)CN(CCO)C(=O)[C@@]3(C)[C@H]2C1=O	4	3	1	3	0.3
38	CC(C)(C)c1ccc(/C=C/C(=O)Nc2nncs2)cc1	4	6	2	-3	-1.5
39	CCC1CCCCN1CCCNC(=O)c1ccc2c(=O)n(CCOC)c(=O)[nH]c2c1 (configuration not stated)	0	-5	-2	7	-1.3
40	CCOC(=O)c1[nH]c(C)c(C(=O)Nc2ccc(F)cc2)c1C	0	1	-1	1	-0.9

no.	LEDGF integ inh	NR1D1 modulator	ABHD4 inh	SIAE inh	TCR CD3 inh
31	-1	-2	5	-4	-4
32	0	5	8	0	6
33	6	5	-7	-15	4
34	1	-2	5	-10	-8
35	4	1	0	0	0
36	0	4	14	16	13
37	0	-1	-10	2	-3
38	-2	6	-6	-2	-3
39	-1	2	2	12	1
40	-6	-1	1	-3	-6

Arranged by count of non-hydrogen atoms (smallest number first): 10 of the compounds above.
no.	Molecule	rCAG RNA binder	PRMT1 inh	HTRA1 inhibitor	TDP2 inh	PG9 binder
32	CC(=O)N1CSCC1C(=O)O (configuration not stated)	-1	0	2	-5	-0.9
16	O=C(c1ccccc1F)N1CCN=C1c1ccccc1	0	-1	-4	-2	-3.1
29	Cc1cc(C(=O)NC(C)c2ccccc2)c2cc(F)ccc2n1 (configuration not stated)	2	3	8	4	-1.6
18	CCN(CC)C(=O)CSc1nnc([C@@H](NC(=O)OC(C)(C)C)C(C)C)o1	-3	-2	-6	-2	-1.8
28	CC(=O)Nc1ccc(NC(=O)COC(=O)Cn2cnc3ccccc32)cc1	1	1	3	2	1.2
17	COc1ccc2oc(=O)c(C(=O)N3CCN(c4ccccc4F)CC3)cc2c1	-7	0	1	3	-0.8
37	CN1C(=O)[C@H]2[C@@H](/C=C/c3ccccc3)N3C(=O)CN(CCO)C(=O)[C@@]3(C)[C@H]2C1=O	4	3	1	3	0.3
6	COc1ccc(CCNC(=O)C2CCCN2C(=O)Nc2ccc(Cl)cc2)cc1OC (configuration not stated)	-5	8	1	-9	1.0
30	COc1ccccc1NC(=S)N(Cc1ccco1)Cc1cc2cc(C)c(C)cc2[nH]c1=O	11	4	-35	3	-2.3
12	O=C(NC1CCCC1)C(c1ccc(N2CCOCC2)cc1)N(Cc1ccccc1)C(=O)c1ccco1 (configuration not stated)	-1	0	2	32*	1.4

no.	LEDGF integ inh	NR1D1 modulator	ABHD4 inh	SIAE inh	TCR CD3 inh
32	0	5	8	0	6
16	-1	-2	-4	2	-2
29	-1	-1	1	-1	-8
18	-1	-2	-2	-2	1
28	-2	-8	3	2	4
17	-1	2	4	10	3
37	0	-1	-10	2	-3
6	-9	2	-3	-1	-3
30	0	-10	1	-8	-6
12	-1	0	2	5	5

Next compounds follow:
no.	Molecule	rCAG RNA binder	PRMT1 inh	HTRA1 inhibitor	TDP2 inh	PG9 binder
41	O=C(CSc1nnnn1-c1ccccc1)Nc1ccc(N2CCOCC2)c(Cl)c1	-3	-2	2	4	0.2
42	COc1ccc(/C=C2\COc3ccccc3C2=O)cc1OC	-1	2	-2	6	-1.9
43	CCOc1ccccc1C(=O)N(Cc1ccc(C)o1)C1CCS(=O)(=O)C1 (configuration not stated)	-7	4	6	-2	-2.5
44	Cc1ccc(NC(=O)CN(C)C(=O)CCCN2C(=O)c3ccccc3C2=O)cc1	4	3	1	-10	0.1
45	CC(Oc1ccccc1)c1ccn[nH]1 (configuration not stated)	-3	0	3	-6	-0.6
46	O=C(NC(Cc1ccccc1)C(=O)O)/C(=C/c1ccccc1)NC(=O)c1ccco1 (configuration not stated)	3	-1	8	-22	-4.0
47	Cn1nnnc1SCCNS(=O)(=O)c1ccccc1	6	-1	0	-3	-1.2
48	CCCCC1CCC(C(=O)N(CCCC)c2c(N)n(CCCC)c(=O)[nH]c2=O)CC1 (configuration not stated)	-4	2	3	10	-0.6
49	C=CCN1CC2(c3ccccc3)CN(CC=C)CC(c3ccccc3)(C1)C2=O	-7	0	1	2	0.9

no.	LEDGF integ inh	NR1D1 modulator	ABHD4 inh	SIAE inh	TCR CD3 inh
41	-1	0	3	2	6
42	-2	1	-6	-2	8
43	-1	-3	6	10	-3
44	0	3	-18	-6	-6
45	-4	0	4	0	-5
46	1	-6	-11	-6	-6
47	-2	1	-1	6	-1
48	-4	2	0	0	3
49	4	-3	-5	-3	-3
